# Screening results from PubChem BioAssay.
# Pf growth 48h = P. falciparum growth inhibition at 48 hours (one generation); P. falciparum luciferase growth in erythrocytes, 48 h; Potency, µM (doses to about 28.7 µM), for inactives: at the top dose activity change, negative = inhibition, actives largely listed as inhibitors; 5.9% of 310,000 active; further: potency means the concentration at half of the fitted maximal effect; on the % scale 0 is the no-effect control and ±100 the full control effect
#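 Cell-based growth assay: transgenic P. falciparum expressing firefly luciferase, cultured in red cells within RPMI 1640 containing 0.5% w/v Albumax, 24 mM bicarbonate and gentamycin. A drop in luciferase activity indicates inhibition.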
# FBPA Giardia inh = blocks Giardia fructose-bisphosphate aldolase activity. purified Giardia FBPA. A8B2U2. 0.71% of 290,000 active. Potency, µM (titrated, usually from 59.6 µM), for inactives: at the top dose activity, negative = inhibition, hits mostly inhibitors; further: potency means the concentration at half of the fitted maximal effect; on the % scale 0 is the no-effect control and ±100 the full control effect; nearly all actives have a fitted effect of over 55% in size
# Target sequence (A8B2U2 whole entry, looked up): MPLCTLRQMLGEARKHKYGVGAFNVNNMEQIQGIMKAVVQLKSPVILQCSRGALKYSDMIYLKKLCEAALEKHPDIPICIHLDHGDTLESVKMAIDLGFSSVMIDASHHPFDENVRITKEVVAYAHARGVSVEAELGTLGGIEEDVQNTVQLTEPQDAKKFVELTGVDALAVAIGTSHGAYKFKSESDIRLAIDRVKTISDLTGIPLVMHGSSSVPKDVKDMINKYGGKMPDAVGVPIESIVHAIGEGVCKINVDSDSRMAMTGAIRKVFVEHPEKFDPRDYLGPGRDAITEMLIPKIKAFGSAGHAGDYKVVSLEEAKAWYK
#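 Giardia FBPA (40 nM reagent) was preincubated 10 min at RT with compound (up to 57.5 uM final), then substrate plus GAPDH/TPI/NAD/arsenate coupling system with diaphorase/resazurin was added; resorufin fluorescence (525/598 nm) was read after 20 min.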
# Pf growth 96h = inhibits malaria parasite growth, 96 h; P. falciparum luciferase reporter growth, 96 h; 6.9% of 320,000 active; Potency, µM (top dose mostly 28.7 µM), for inactives: at the top dose activity change, negative = inhibition, usual class: inhibitors; further: potency means the concentration at half of the fitted maximal effect; on the % scale 0 is the no-effect control and ±100 the full control effect
#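 Compounds incubated with erythrocytes infected by luciferase-expressing P. falciparum (2% hematocrit, 0.05% parasitemia final) for 96 hours, 37 C in 5% CO2. Growth inhibition scored as decreased luciferase luminescence.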
# Shiga toxin inh = inhibitors of Shiga toxin in Vero cells; AID 2315; Vero cells, Shiga toxin protein synthesis inhibition reporter; 9.2% of 290,000 active; inhibition, % at 38.7 µM; in the data active means inhibition mostly above about 28%, no sharp cut-off; inactive means mostly below about 43%; further: 0% is about no effect
# CHX counter = counter-screen hit for Shiga toxin inhibitors, cycloheximide. cell reporter, cycloheximide protein synthesis inhibition counterscreen. max response, %. 12% of 300,000 active; in the data active means max response mostly above about 13%, no sharp cut-off; inactive means mostly below about 14%; further: read at 38.3 µM for the half of the compounds with a filed dose; 0% is about no effect
# HCV inh = HCV inhibition; Huh7.5.1 HCVcc-Cre infection, luciferase reporter, 44 h; Potency, µM (top dose mostly 41.8 µM), inactives show top-dose activity change, negative = inhibition, usual class: inhibitors; 3.4% of 340,000 active; AID 651820; further: potency means the concentration at half of the fitted maximal effect; on the % scale 0 is the no-effect control and ±100 the full control effect
#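 A cell-based infection assay in which seeded cells (1,000 per well) receive test compound after 4 h, are inoculated with HCVcc-Cre at approximately 0.5 moi, and are incubated 44 h before luminescence detection.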
# An asterisk follows results filed as active; u = inconclusive; x = not tested or not shown; & = joins results of further samples; [ ] = another dose, or the depositor's remark. Unless noted, the call rests on the fitted dose curve; in most records, active means well fitted curve in the direction sought with a large enough effect; inconclusive means small, poorly fitted or top-dose-only effect, or another doubt; inactive means no such curve, though single readings can be large; an effect the other way counts as inactive or inconclusive.
Structure	Pf growth 48h	FBPA Giardia inh	Pf growth 96h	Shiga toxin inh	CHX counter	HCV inh
COC(=O)[C@]1(C)CCC[C@@]2(C)C3CC[C@@]4(C)C[C@]3(CCC21)CC(=O)N4 (stereo partly specified)	1.9%	x	u	x	x	22.7%
O=S(=O)(c1ccc2nc(-c3ccco3)c(-c3ccco3)nc2c1)N1CCOCC1	11.7µM*	2.51µM*	-0.5%	18.2	7.5	-23.4%
CCNC(=O)Nc1cc(OC)c(OC)cc1C(=O)O	u	-21.7%	1.0%	-1.8	1.1	13.7%
COc1ccc(-c2nnc(NC(=O)c3ccc([N+](=O)[O-])o3)o2)c(OC)c1	14.7µM*	u	11.7µM*	-4.0	-1.6	u
CCS(=O)(=O)C1=NN2C(=N)/C(=C\c3ccc(OC(=O)c4ccco4)c(OC)c3)C(=O)N=C2S1	-18.7%	x	32.0%[activator]	5.5	2.1	27.0%
CC(=O)OCC(=O)NCCCOc1cccc(CN2CCCCC2)c1	-0.7%	x	-7.4%	x	x	4.7%
COC(=O)C1=CNC=C(C(=O)OC)C1c1ccc(C(=O)OC)cc1	u	5.4%	x	15.8	5.7	-8.7%
COc1ccc(Cn2cc([N+](=O)[O-])nc2C)cc1[N+](=O)[O-]	0.0%	1.8%	-2.1%	-11.0	-3.2	-9.8%
COc1ccc(CCNC(=O)c2ccc3nc4cc(Cl)ccc4c(=O)n3c2)cc1OC	u	1.5%	-10.8%	-8.5	14.9	u
CCOc1ccc(N=C2Sc3nc4ccc(C)cc4cc3CN2CCOC)cc1	u	-17.5%	-12.3%	33.6	2.3	u
O=C(N/C(=C/c1cccs1)C(=O)N1CCOCC1)c1cccs1	-1.6%	4.4%	9.28µM*	-11.9	-2.7	22.9%
N#C/C(=C\c1ccc(OCCN2CCOCC2)cc1)C(=O)Nc1ccc(S(N)(=O)=O)cc1	2.7%	x	6.57µM*	-29.6	-2.9	31.2%[activator]
CCCCn1c(N)c(N(CC(C)C)C(=O)c2cnc(C)cn2)c(=O)[nH]c1=O	6.7%	x	23.4%	x	x	31.4%[activator]
Cc1cc(=O)[nH]c(SCC(=O)c2c(N)n(C)c(=O)n(C)c2=O)n1	9.4%	-23.9%	x	-21.7	-2.6	14.6%
CCn1nc(CC(=O)O)c2ccccc2c1=O	27.7%	-0.4%	-28.2%	7.5	-2.4	-1.4%
CN(Cc1ccccc1)C(=O)c1nc2ccccn2c1CN1CCc2sccc2C1	u	-9.7%	0.0%	-7.9	0.7	-0.7%
Cc1cc2cc(CNC(=S)Nc3ccc(OC(F)(F)F)cc3)ccc2n1C	-18.9%	-0.3%	7.7%	16.1	-1.5	-23.4%
Cc1cc(NS(=O)(=O)c2ccc(Nc3nc(-c4sc(N)nc4C)cs3)cc2)no1	11.9%	-24.1%	u	-1.5	-4.6	0.2%
O=C(NCCS(=O)c1ccc(Cl)cc1)c1cccc(Cl)c1 (stereo unspecified)	u	1.1%	-0.5%	5.8	-3.0	14.7%
CC(C)C1C(C#N)=C(N)SC(N)=C1C#N	x	u	-23.2%	12.7	0.5	-0.3%
O=C(Cn1nnc(-c2cccs2)n1)NCCc1ccccc1	17.0%	2.5%	u	28.5	20.0*	4.5%
Nc1nc2c3ccccc3nc(C3CC3)n2n1	2.1%	-0.1%	22.7%	-13.3	-0.4	10.0%
Cc1cc(SCC(=O)NC(=O)NCc2ccco2)nc2ccccc12	13.5%	-2.1%	16.0%	-1.0	2.8	-22.6%
O=C(CN1C(=O)NC2(CCCC2)C1=O)NNC(=O)c1ccc(Br)cc1	9.0%	x	6.9%	x	x	9.8%
COc1ccc(CN(C)C2c3ccccc3-c3ccccc32)cc1	u	0.2%	11.7µM*	-2.3	-0.4	-3.3%
Cc1ccc(S(=O)(=O)/C(C#N)=C/c2c(N3CCC(C(N)=O)CC3)nc3ccccn3c2=O)cc1	4.7%	2.7%	x	-9.2	2.7	2.1%
COc1ccc(C/C(C)=N/NC(=S)Nc2ccccc2F)cc1	145.3%[activator]	u	-14.0%	91.1*	54.4*	-6.6%
CC1(c2ccc(Cl)cc2Cl)OCC(Cn2cncn2)O1 (stereo unspecified)	-8.2%	-0.3%	u	6.2	-8.0	-3.2%
O=C(O)CNC(=O)CC1S/C(=N/N=C/c2ccccc2O)NC1=O (stereo unspecified)	u	19.9%	-15.5%	9.4	0.4	0.6%
Cc1ccc(NC(=S)NC2CCSc3ccccc32)cc1C (stereo unspecified)	u	x	u	-26.1	-2.1	u

# (next part)
Structure	Pf growth 48h	FBPA Giardia inh	Pf growth 96h	Shiga toxin inh	CHX counter	HCV inh
COC(=O)c1sc(SC)c(S(=O)(=O)C(C)C)c1N/N=C(\C#N)S(=O)(=O)c1ccccn1	-10.2%	1.4%	1.2%	-1.6	-1.1	-10.9%
COc1cccc(CNC(=O)c2cc(S(=O)(=O)N3CCCCC3)c[nH]2)c1	-23.3%	1.1%	u	9.6	4.1	-6.6%
COC(=O)[C@H](Cc1ccccc1)NC(=O)c1cc(COc2c(F)cccc2F)on1	40.6%[activator]	9.0%	11.7µM*	67.2*	51.8*	9.7%
CC(C(=O)c1ccc(Br)cc1)[n+]1cccc(NC(=O)c2ccccc2)c1 (stereo unspecified)	u	8.3%	1.5%	3.6	-3.5	-2.9%
CC(=O)Nc1ccc(S(=O)(=O)N2CCC(NC(=O)c3ccco3)CC2)cc1	-11.2%	12.7%	u	-7.5	7.6	10.2%
COc1cccc(NC(=O)CN(C)C(=O)CSCc2nc3scc(-c4cccs4)c3c(=O)[nH]2)c1	2.2%	x	28.3%	x	x	u
CN1CCN(S(=O)(=O)c2cccc(C(=O)N(C)CC(=O)Nc3ccc(F)c(F)c3F)c2)CC1	u	x	0.4%	x	x	16.8%
CCOc1ccccc1N(CC(=O)NCC1CCCO1)C(=O)CNS(=O)(=O)c1ccccc1 (stereo unspecified)	-10.1%	-0.4%	14.7µM*	-15.6	-1.7	-10.5%
CC1=C(C#N)C2C(/C1=N/O)C2(C)C (stereo unspecified)	x	0.8%	9.5%	2.7	0.6	u
O=C(COC(=O)/C=C/c1ccco1)NCCc1ccccc1	24.2%	9.6%	30.3%[activator]	15.0	2.5	-12.2%
CCCCn1c2ccccc2c2cc(CC(N)=O)ccc21	-11.6%	-7.9%	u	-2.2	-2.0	u
Cc1nn(C(=O)N(C)C)c(C)c1CN1C(=O)c2ccccc2C1=O	13.0%	0.8%	u	-0.9	-1.5	-0.3%
CSc1nsc(SC)c1NC(=O)OCC1CCCO1 (stereo unspecified)	7.2%	0.3%	u	-22.8	-0.6	2.1%
CC(C)CN1C(=O)CC(Sc2ccccc2C(=O)O)C1=O (stereo unspecified)	2.0%	12.7%	x	-9.9	0.6	16.4%
CC(C)CCCC(C)NC(=O)c1cc(S(=O)(=O)N2CCCCC2)ccc1N1CCOCC1 (stereo unspecified)	u	x	9.28µM*	x	x	11.2µM*
CSc1ccccc1COC(=O)Nc1ccccc1C	u	0.8%	-26.7%	35.8	29.1*	-20.6%
CN(C)CCN(Cc1ccccc1)c1ccnc(N(C)C)c1C#N	-27.7%	-24.5%	x	38.1	-1.3	-9.8%
Cc1cc(C(F)(F)F)nn1-c1nc(-c2ccco2)cc(C(F)(F)F)n1	4.0%	-15.6%	0.0%	7.7	1.0	-21.2%
Cc1ccc(CNC(=O)COC(=O)c2cc3c(s2)CCC(C)C3)cc1 (stereo unspecified)	-4.4%	1.6%	-14.6%	14.8	0.3	0.1%
CC12CCC(C(=O)Nc3ccccc3)(C/C1=N\O)C2(C)C (stereo unspecified)	u	4.4%	-0.5%	-16.0	1.5	6.4%
COc1cc(/C=N/Nc2ccc(F)cc2F)cc(OC)c1O	-1.4%	u	u	-27.0	13.4	2.2%
O=c1c2oc3ccccc3c2ncn1Cc1cccc(Cl)c1	-7.6%	-3.0%	u	23.2	9.9	7.3%
O=C(O)[C@@H]1C[C@H](C(=O)O)N1	x	-2.9%&17.8%	x	-3.2	8.4	x
CN(C)S(=O)(=O)c1ccc(Cl)c(NC(=O)COC(=O)CCC(=O)c2cccs2)c1	8.6%	0.7%	-5.6%	-0.4	7.2	9.5%
O=c1c2c(-c3cccs3)csc2ncn1-n1cccc1	u	-0.9%	-7.6%	-13.6	-1.5	-18.6%
COCC(C)n1c(C)cc(C(=O)COC(=O)c2oc3ccccc3c2C)c1C (stereo unspecified)	-3.4%	1.2%	x	44.6	14.3	u
CC1CCCCN1C(=S)NC(=O)c1ccco1 (stereo unspecified)	-12.2%	x	-21.6%	x	x	10.0%
CC(C)(C)c1nc(NC(=O)Nc2ccccc2)sc1Br	u	-4.6%	u	71.3*	45.6*	u
COc1cccc(-c2ccc(NC(=O)C3CCCN(CCCn4cccn4)C3)cc2)c1 (stereo unspecified)	-12.1%	x	30.9%[activator]	-3.2	-1.7	u
O=c1[nH]c2c(c(=O)n1Cc1ccccc1)CCC2	4.5%	9.9%	x	-28.6	-3.4	16.0%

# Next part:
Structure	Pf growth 48h	FBPA Giardia inh	Pf growth 96h	Shiga toxin inh	CHX counter	HCV inh
O=C(COC(=O)c1ccc(O)cc1)Nc1cccc(S(=O)(=O)NC2=NCCC2)c1	u	x	6.57µM*	x	x	14.3%
CCCc1nnc(NC(=O)CCC(=O)NC2CC2)s1	-5.1%	8.9%	6.6%	-4.9	-2.7	13.5%
CCn1c(=O)n(CC)c2cc(S(=O)(=O)N3CCCCC3)c(C)cc21	u	1.8%	x	-21.1	-5.8	24.9%
CC(C)OCCCNC1=C(Cl)C(=O)c2ccccc2C1=O	2.94µM*	0.3%	4.15µM*	66.1*	49.2*	-4.2%
Cc1nn(-c2ccccc2)c(Cl)c1C(=O)NCCCCNC(=O)c1c(C)nn(-c2ccccc2)c1Cl	13.1µM*	1.8%	x	-15.2	-3.1	u
COc1ccc(-c2ccc(C3C4C=CCC(C)C4C(=O)N3Cc3ccccc3)c(F)c2)cc1OC (stereo unspecified)	x	-7.9%	x	11.1	15.2	x
COc1ccc(-c2nc(CS(=O)CC(=O)NCc3ccc(Cl)cc3)c(C)o2)cc1 (stereo unspecified)	x	3.9%	u	-13.7	-4.5	u
COC(=O)C1=CO[C@@H](C)[C@@H]2CN3CC[C@]4(C(=O)Nc5ccccc54)[C@@H]3C[C@H]12	-20.4%	-10.2%	-10.4%	-8.7	-2.5	-2.2%
CCOC(=O)C1CCCN(C2CC(=O)N(c3cccc(C(F)(F)F)c3)C2=O)C1 (stereo unspecified)	-10.5%	-19.5%	u	-7.9	11.1	-2.4%
Cc1ccc(NCC(=O)Nc2c(C)n(C)n(-c3ccccc3)c2=O)cc1S(=O)(=O)N(C)C	6.2%	4.1%	-7.0%	12.3	0.3	2.9%
Cc1onc(-c2ccccc2Cl)c1C(=O)Nc1ccc(Cl)cn1	-6.6%	-0.2%	0.9%	12.5	10.5*	3.2%

# A different layout for part of the listing above.
# Each structure is followed by: Pf growth 48h	FBPA Giardia inh	Pf growth 96h	Shiga toxin inh	CHX counter	HCV inh
- CCn1c(=O)n(CC)c2cc(S(=O)(=O)N3CCCCC3)c(C)cc21
 : u	1.8%	x	-21.1	-5.8	24.9%
- CC(C)OCCCNC1=C(Cl)C(=O)c2ccccc2C1=O
 : 2.94µM*	0.3%	4.15µM*	66.1*	49.2*	-4.2%
- Cc1nn(-c2ccccc2)c(Cl)c1C(=O)NCCCCNC(=O)c1c(C)nn(-c2ccccc2)c1Cl
 : 13.1µM*	1.8%	x	-15.2	-3.1	u
- COc1ccc(-c2ccc(C3C4C=CCC(C)C4C(=O)N3Cc3ccccc3)c(F)c2)cc1OC (stereo unspecified)
 : x	-7.9%	x	11.1	15.2	x
- COc1ccc(-c2nc(CS(=O)CC(=O)NCc3ccc(Cl)cc3)c(C)o2)cc1 (stereo unspecified)
 : x	3.9%	u	-13.7	-4.5	u
